# High-throughput results from PubChem.
# NSD2 HMT inh – blocks human histone methyltransferase NSD2; O96028; NSD2 peptide methylation, AlphaScreen, 120 min; inhibition, % at 12.5 µM; hit rate 0.54% among 310,000; in the data active means inhibition above about 50%
# Mot1-301 SUMO – inhibitors of SUMOylation pathway: yeast Mot1-301 growth rescue. growth rescue, % at 18.8 µM. hit rate 1% among 320,000. AID 2716. S. cerevisiae Mot1-301 growth rescue, ATP luminescence, 38.5C; percent above DMSO median, 100 means doubled;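 active means every valid replicate shows activation above 250% relative to neutral control wells; inactive means the rest, any valid replicate at or below 250%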;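 further: OY570 slx delta 5 strain wells were the positive control but not used for scaling; some compounds called inactive have numbers as strong as hits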
# PfHsp90 set2 – growth inhibition of yeast expressing Plasmodium Hsp90; S. cerevisiae expressing PfHsp90, BacTiter-Glo ATP, 48 h; yeast lacking PDR1 and PDR3 efflux regulators; inhibition, % at 9.4 µM; hit rate 0.32% among 310,000; AID 504621;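 active means every replicate shows inhibition above about 80%, whatever the replicate mean, limit read from the data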;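 further: 0% = DMSO neutral controls and 100% = 20 µM radicicol positive controls; yeast relying on Plasmodium falciparum Hsp90 in place of its own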
# RTF Ca sens inh – cardiac RTF calcium desensitization. hit rate 0.12% among 340,000. IANBD-labeled cardiac RTF, Ca2+ fluorescence. inhibition, % at 7.15 µM;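 active means inhibition above the mean inhibition of all tested compounds plus 3 SD, cut at about 17% in these data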;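 further: assay run at fixed EC70 calcium of 1.6 mM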
# Keap1 Nrf2 FP – Keap1-Nrf2 (human) interaction inhibition. hit rate 0.15% among 340,000. Keap1 Kelch-Nrf2 peptide fluorescence polarization, 1536-well. inhibition, % at 9.4 µM; in the data active means inhibition above about 12%;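 further: human Keap1 Kelch domain with fluorescein labeled Nrf2 9mer peptide probe; 0% = neutral control wells and 100% = peptide positive control; higher means more block of Keap1 binding to Nrf2 peptide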
# LANA DNA inh – KSHV C-LANA DNA binding inhibition; MBP-C-LANA/FAM-LBS DNA binding, fluorescence polarization; inhibition, % at 9 µM; hit rate 0.078% among 340,000; AID 504423;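 active means highest replicate inhibition at or above 60% at 9 µM, even if other replicates fall short; inactive means all replicates below 60% inhibition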;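 further: 0% = neutral control wells and 100% = 4 µM acridine orange control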
# CDK5 inh – blocks human CDK5/p35 kinase activity | Q00535+Q15078 | Recombinant CDK5/p35, ADP-Glo luminescence, 60 min | hit rate 0.01% among 330,000 | inhibition, % at 10 µM;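 active means highest replicate inhibition of at least 50% and at least 75% of replicates reaching 50%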;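 further: plate controls were DMSO neutral control for no effect and GW8510 at 10 µM for full effect; many of its hits are not listed in these tables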
# Target sequence (Q00535 whole entry, looked up): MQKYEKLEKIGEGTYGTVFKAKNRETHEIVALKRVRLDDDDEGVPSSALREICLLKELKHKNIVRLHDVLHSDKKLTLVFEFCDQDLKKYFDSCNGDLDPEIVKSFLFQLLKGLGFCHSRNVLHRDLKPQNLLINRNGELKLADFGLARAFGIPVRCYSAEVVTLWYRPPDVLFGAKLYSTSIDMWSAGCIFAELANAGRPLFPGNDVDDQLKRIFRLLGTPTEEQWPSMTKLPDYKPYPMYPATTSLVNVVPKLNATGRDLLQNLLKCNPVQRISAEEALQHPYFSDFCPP
# Target sequence (Q15078 whole entry, looked up): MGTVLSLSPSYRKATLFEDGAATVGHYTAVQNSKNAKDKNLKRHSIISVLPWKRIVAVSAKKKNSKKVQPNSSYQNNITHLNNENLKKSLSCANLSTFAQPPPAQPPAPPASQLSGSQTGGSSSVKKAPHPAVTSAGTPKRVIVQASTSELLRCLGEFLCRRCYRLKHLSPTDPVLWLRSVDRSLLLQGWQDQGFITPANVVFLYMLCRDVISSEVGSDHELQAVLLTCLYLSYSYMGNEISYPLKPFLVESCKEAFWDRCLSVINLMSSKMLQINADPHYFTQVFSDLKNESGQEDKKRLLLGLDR
# dFosB activator – activators of mouse delta FosB homodimer; P13346; purified delta FosB, TAMRA-CDK5 oligo fluorescence polarization; percent of positive-control signal above neutral wells; activation, % at 25 µM; hit rate 0.99% among 340,000;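 active means mean activation above about 17%, with every replicate also reaching it, limit read from the data, passing the limit was not always enough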;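 further: fluorescence polarization rise as delta FosB binds a TAMRA Cdk5 AP-1 oligo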
# Rtt109 Vps75 – C. albicans Rtt109 histone acetyltransferase inhibition | inhibition, % at 34.9 µM | hit rate 0.16% among 330,000 | AID 540336 | purified Rtt109/Vps75, ThioGlo CoA-SH fluorescence, 4 h | Q5AAJ8;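 active means inhibition of at least 50% in every replicate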
# Target sequence (Q5AAJ8 whole entry, looked up): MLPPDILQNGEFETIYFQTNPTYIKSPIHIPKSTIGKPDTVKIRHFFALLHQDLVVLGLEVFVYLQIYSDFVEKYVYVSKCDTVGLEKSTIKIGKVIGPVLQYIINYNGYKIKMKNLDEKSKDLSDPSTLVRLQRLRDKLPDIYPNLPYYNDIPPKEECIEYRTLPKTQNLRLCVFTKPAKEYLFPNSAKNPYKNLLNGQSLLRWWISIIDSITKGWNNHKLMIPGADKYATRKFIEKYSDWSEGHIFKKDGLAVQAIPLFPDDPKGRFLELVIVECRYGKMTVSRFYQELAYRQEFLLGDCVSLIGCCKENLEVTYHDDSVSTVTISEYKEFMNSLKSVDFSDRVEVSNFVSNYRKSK
# PvdQ acylase – blocks Pseudomonas aeruginosa PvdQ acylase activity; inhibition, % at 10 µM; hit rate 0.063% among 340,000; AID 488965; purified PvdQ acylase, fluorescence plate reader; in the data active means inhibition above about 30%, passing the limit was not always enough;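 further: 0% = vehicle neutral wells and 100% = reference inhibitor wells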
# RTF Ca sens act – cardiac RTF calcium sensitization; P19429+P45379; IANBD-labeled TnC RTF fluorescence at EC20 calcium; 0% EC20 calcium, 100% full calcium; activation, % at 7.2 µM; hit rate 0.24% among 340,000; AID 493008;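 active means activation above the mean over all tested compounds plus 3 SD, cut at about 30% in these data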;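 further: rise in fluorescence read as greater calcium sensitivity of cardiac thin filaments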
# * marks the source's active call; other numbers are inactive results; · = not tested or not shown.
# The line under a structure holds: NSD2 HMT inh | Mot1-301 SUMO | PfHsp90 set2 | RTF Ca sens inh | Keap1 Nrf2 FP | LANA DNA inh | CDK5 inh | dFosB activator | Rtt109 Vps75 | PvdQ acylase | RTF Ca sens act
CC(=O)N1N=C(c2ccc(Br)cc2)OC12CCCC2
→ 0 | -2 | -1 | -3 | 0 | -21 | 0.0 | -1 | -2 | -3 | 3
CCOC(=O)N1CCC(NC(=O)c2cc(S(=O)(=O)N3CCOCC3)ccc2F)CC1
→ -1 | 0 | · | -7 | -2 | 0.9 | 1.4 | -9 | 0 | -13 | 6
CCCc1n[nH]c(=O)[nH]1
→ 1 | -15 | -5 | -7 | -3 | 5.3 | -0.9 | 6 | 6 | -15 | 2
Cc1c(Cl)cccc1NC(=O)CSc1nncn1-c1ccccn1
→ 0 | 112 | -36 | -14 | -6 | -1.4 | 10 | -3 | -1 | 0 | -5
O=S(=O)(c1ccc(OCC(O)CN2CCN(c3ccccc3)CC2)cc1)N1CCOCC1 (stereo not given)
→ · | -12 | -1 | 5 | 2 | -1.0 | -1.9 | -8 | -4 | 6 | 2
CSCCC1NC2(C(=O)Nc3c(Cl)cccc32)[C@@H]2C(=O)N(C3CCCC3)C(=O)[C@H]12 (stereo not given in full)
→ -1 | 27 | · | -2 | 5 | -1.1 | -1.2 | -10 | 3 | 0 | -3
O=C(Nc1ccccc1N1CCN(c2ccccc2)CC1)C12CC3CC(CC(C3)C1)C2
→ 0 | -10 | -1 | -1 | 2 | 2.0 | 1.3 | -5 | -1 | -11 | -4
OCC[C@H]1C[C@H](O)[C@@H](O)[C@]2(Cc3ccccc3CO2)O1
→ · | -1 | -20 | 1 | -5 | 0.0 | -1.0 | 7 | -8 | -10 | -1
O=C(Cn1cccc1C(=O)c1ccccc1)NCCCN1CCc2ccccc2C1
→ 3 | 268 | -16 | -4 | -7 | 0.3 | -1.2 | -12 | 8 | -19 | 7
Cc1c(C(=O)NN2CCOCC2)cccc1[N+](=O)[O-]
→ -5 | 11 | 11 | -1 | 3 | -1.1 | 0.2 | -6 | 0 | -3 | 1
Cc1cc(NC(=O)c2cc(C(C)C)on2)nn1Cc1ccc(Cl)cc1
→ · | 5 | -4 | 4 | -2 | -1.0 | 0.5 | -15 | -1 | -5 | -4
Cc1ccc(NC(=O)CN(C)C(=O)Cc2ccccc2F)cc1
→ 1 | -6 | 15 | 6 | -1 | 1.5 | 0.0 | 3 | 7 | -2 | -4
N#CC1C=Cc2c(ccc3ccccc23)N1C(=O)c1ccccc1 (stereo not given)
→ 1 | · | -8 | 2 | -1 | 5.2 | 0.0 | -2 | -1 | -2 | 6
CCOC(=O)c1ccc(NC(=O)CN2CCN(C(=O)C3CCCO3)CC2)cc1 (stereo not given)
→ -2 | -14 | -1 | -12 | -1 | -0.7 | -5.1 | -4 | -17 | -8 | 4
CCOC(=O)c1ccc(NC(=O)Cn2nnc(-c3ccccc3)n2)cc1
→ -1 | -7 | -5 | -7 | -1 | 0.0 | 1.2 | 1 | -8 | -13 | -4
O=C(CN1C(=O)/C(=C/c2ccccc2)SC1=S)NC1C=CS(=O)(=O)C1 (stereo not given)
→ -4 | 19 | -5 | 2 | -2 | 0.4 | · | 0 | -2 | -3 | -2
Cc1ccc(C2(c3ccc(C)cc3)CC2C(=O)NC(C)C)cc1 (stereo not given)
→ 1 | -6 | 10 | -2 | -6 | 0.7 | -4.8 | -11 | -3 | -5 | 0
COc1cc(CCC(C)=O)ccc1OC(=O)c1c(F)cccc1Cl
→ -2 | -18 | -3 | -3 | -6 | -0.3 | 0.9 | -1 | -13 | -14 | 0
Cc1ccc(-c2c(C)n([O-])c3c([n+]2=O)CCCC3)o1
→ · | -8 | 15 | -3 | 0 | -0.3 | -3.3 | -1 | 2 | 0 | -5
CCc1c2ccccc2nn1-c1ccccc1C(=O)C(C)=O
→ -1 | -28 | 24 | -8 | -4 | -0.2 | 1.4 | -4 | -8 | -12 | 2
COc1ccc(C(=O)NNC(=S)NC(=O)c2ccco2)cc1
→ 0 | 2 | · | -2 | -4 | 2.4 | -0.9 | -7 | 19 | -3 | 14
CN(C(=O)CSc1nnc(-c2cccs2)o1)C1CCS(=O)(=O)C1 (stereo not given)
→ -2 | -8 | 6 | -2 | -3 | 1.7 | 1.0 | -2 | -8 | 3 | 4
O=C(COc1ccccc1)NNC(=O)c1cccs1
→ -2 | -21 | -2 | -8 | 1 | 2.8 | 0.3 | -2 | -4 | -9 | 0
CCOC(=O)C1C(c2cccc([N+](=O)[O-])c2)C2C(=O)NN=C2CC1(C)O (stereo not given)
→ 2 | -8 | -1 | -2 | -5 | -0.4 | 0.3 | -2 | 2 | -11 | 2
O=C(Nc1ccc(CN2CCOCC2)cc1)c1ccc(Cl)cc1
→ -4 | 54 | -1 | -5 | 1 | 1.4 | -4.9 | -9 | 1 | -1 | -13
CS(=O)(=O)N(CC(=O)NC1CC1)c1cccc(F)c1
→ -1 | 18 | 16 | -10 | -1 | 1.8 | 1.2 | -1 | 0 | -10 | -3
CC(C)(C)NC(=S)N1CCC(C(=O)c2ccc(Cl)cc2)CC1
→ 3 | 26 | -6 | -9 | -1 | · | -0.7 | -9 | -6 | 5 | 7
Cc1ccc(C(=O)Nc2ccsc2C(=O)O)cc1
→ -1 | 78 | 34 | 0 | 3 | 1.9 | 1.8 | 2 | -3 | 4 | 0
COc1cc(C(CC(=O)N2CCCC2)c2c(OC)cc(OC)c3c(-c4ccccc4)cc(=O)oc23)cc(OC)c1OC (stereo not given)
→ · | -14 | 5 | -21 | -1 | -1.9 | -5.7 | -14 | 7 | 0 | -3
CC(C)c1ccc(CNc2ccc3c(c2)ncn3C)cc1
→ 10 | -17 | 14 | -1 | -6 | -1.9 | -0.6 | -7 | 2 | -18 | -8

# Additional compounds.
molecule | NSD2 HMT inh | Mot1-301 SUMO | PfHsp90 set2 | RTF Ca sens inh | Keap1 Nrf2 FP | LANA DNA inh | CDK5 inh | dFosB activator | Rtt109 Vps75 | PvdQ acylase | RTF Ca sens act
CCn1c(=O)c2ccccc2n(CC(=O)NC2CCCCC2)c1=O | -3 | 203 | -5 | 2 | -4 | -0.4 | 0.8 | 2 | -3 | 9 | 1
NC(=O)C1CCN(C(=O)CCC(=O)N2CCOc3ccc(Cl)cc32)CC1 | · | -14 | 1 | -1 | 0 | -0.5 | 0.5 | 2 | -8 | -12 | 6
CCOC(=O)c1c(C)[nH]c(C)c1S(=O)(=O)N(C)CC(=O)NCc1ccc(C)cc1 | -2 | -10 | -4 | -2 | 2 | 0.7 | · | -12 | -4 | -20 | 8
CCCc1ccc2oc(C(=O)N(C)CCn3ccnc3C)c(C)c2c1 | 2 | 5 | 22 | -5 | -3 | 0.6 | 1.2 | -6 | -2 | -16 | 3
CCCc1cc(=O)[nH]c(SCC(=O)Nc2cccc3ccccc23)n1 | -1 | -6 | 15 | -2 | -9 | 1.3 | -1.9 | 22* | -1 | -15 | 9
O=c1c2ccccc2[nH]c(=S)n1CCCN1CCN(C2CCCCC2)CC1 | 2 | 13 | 11 | -3 | -11 | -2.1 | 1.8 | -4 | 7 | 2 | -6
COc1cccc(NC(=O)Cn2c3ccc(F)cc3c3nc4n(c(=O)c32)CCCS4)c1 | -2 | 30 | -11 | 0 | -2 | -0.1 | · | 12 | 6 | -14 | 4
COc1ccc(S(=O)(=O)NC2CC3CCC2C3)cc1Cl (stereo not given) | -8 | 274 | 141* | -4 | -4 | 1.0 | -0.4 | -4 | -6 | -12 | 0
O=C(O)Cn1nnc(-c2cccs2)n1 | 0 | -7 | 21 | 2 | -4 | 0.0 | -1.9 | 1 | 4 | -14 | 6
Cc1ccc(-n2nc3c(=O)n(CCCC(=O)NC4CCC(C)CC4)nc(C)c3c2C)cc1 (stereo not given) | 0 | -21 | -1 | -5 | 1 | -0.9 | -0.7 | -4 | 5 | 6 | -3
CCN(CC)c1ccc(NC(=S)Nc2ccc(F)cc2)cc1 | 12 | · | 2 | 0 | -4 | 2.0 | 0.5 | -6 | 5 | -5 | 17
Cc1ccc(-c2nn(-c3ccccc3)cc2C(=O)NCC2CCCO2)cc1 (stereo not given) | -1 | 0 | · | -4 | -5 | -0.8 | -6.0 | -11 | 3 | -1 | 0
COc1ccccc1CNC(=O)Cc1ccc(C)cc1 | -1 | 3 | 4 | -8 | 3 | 1.3 | -1.0 | -1 | -2 | -4 | 0
Cc1cc(NC(=O)CSc2nc(-c3ccccc3Cl)nc3c2c(=O)n(C)c(=O)n3C)no1 | 2 | 6 | · | -13 | 1 | -0.7 | -0.4 | 7 | -1 | -4 | 2
Cc1ccc(N=Nc2c(N)[nH]n3c(=O)cc(C)nc23)cc1 | 2 | -14 | 14 | -2 | 1 | 0.5 | 1.8 | -1 | 21 | 3 | -4
O=C(Nc1cc(S(=O)(=O)Nc2ccc(Cl)cc2)ccc1N1CCCCC1)c1ccc(F)cc1Cl | -3 | -23 | 3 | -5 | 1 | -0.9 | -4.3 | -13 | -5 | 6 | -1
Cc1cc(C(=O)Cn2cnc3ccccc3c2=O)c(C)n1C1CC1 | 2 | -14 | -33 | 8 | -1 | 0.6 | 0.2 | 3 | -4 | 3 | 5
CCOC(=O)N1CCN(Cc2nc(-c3ccc(Cl)cc3)no2)CC1 | -8 | · | -4 | 9 | -5 | -1.4 | -0.8 | -10 | 2 | -14 | 3
COc1ccccc1/C=C1\SC(=S)N(CCC(=O)Nc2cc(C)on2)C1=O | 1 | -1 | -9 | -22 | 4 | 4.6 | 1.6 | 1 | -6 | -15 | -1
NNC(=O)CCN1CCCCC1 | -8 | · | -14 | -1 | -4 | 0.1 | -1.5 | -1 | -9 | -5 | 0
COc1ccc(C(C(=O)NC2CCCCC2)N(C(=O)c2cccs2)c2ccc3c(c2)OCO3)cc1 (stereo not given) | -1 | 29 | 35 | -4 | 2 | -0.2 | -0.8 | 11 | 0 | 5 | -3
C=C1CCN([C@@H](Cc2ccccc2)C(=O)NCc2ccccc2)S(=O)(=O)c2ccccc21 | · | 69 | · | 8 | -2 | 2.1 | -0.3 | 1 | 9 | 0 | 9
O=C(CN1C(=O)c2ccccc2C1=O)OCC(=O)N1CCCCC1 | -4 | 67 | 3 | -8 | -1 | 0.1 | 1.4 | 3 | -8 | 2 | -7
Cn1c(=NC(=O)CS(=O)(=O)c2ccccc2)sc2cc([N+](=O)[O-])ccc21 | -4 | -15 | 7 | -1 | -1 | -0.3 | 0.3 | -3 | 4 | 0 | -5
